INS-1E GSIS act – GLuc luminescence reporter in INS-1E cells, primary screen for activators of glucose-dependent secretion of insulin | INS-1E GLuc reporter insulin secretion, 2-3 h | activation, % at 16.6 µM | 370,000 tested, 0.61% active | AID 743287;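 active means lowest replicate activation of at least 40%, so every replicate reaches that level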;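 further: 0% = median of neutral control wells and 100% = median of IBMX positive control wells; some compounds called inactive have numbers as strong as hits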
esBAF inh – inhibitors of esBAF chromatin remodeling in mouse ES cells. reporter increase, % at 12.5 µM. Bmi1-luciferase knock-in reporter, 24 h; 100% = twice the neutral-well signal. 350,000 tested, 2% active; in the data active means activation above about 40%;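 further: 0% = median of the plate's neutral control wells and 100% = double that signal; a rise in the Bmi1 reporter signal indicates esBAF inhibition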
ARNT-TACC3 inh – disrupts binding between human ARNT and TACC3; Q9Y6A5; AlphaScreen His-ARNT PAS-B/GST-TACC3 binding, luminescence; TACC3 fragment carries E629A point mutation; 390,000 tested, 0.66% active; inhibition, % at 9.99 µM;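 active means mean inhibition of replicates at least 50% and at least half of replicates each reaching 50%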;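 further: 0% = complete ARNT plus TACC3 wells and 100% = ARNT alone without TACC3; many hits fall short of the cut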
RAD54 branch – blocks human RAD54 Holliday junction branch migration; Q92698; FAM/BHQ fluorescence; inhibition, % at 10.4 µM; 360,000 tested, 0.14% active; AID 602329;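 active means mean normalized replicate activity at least 40 and at least half of replicates scoring 40 or more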;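 further: 0% = median of neutral control wells and 100% = median of positive control wells; inhibitors cause a drop in the FAM fluorescence signal; in these data hits start at about 50%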
ERAP1 HTS inh – blocks human ERAP1 aminopeptidase activity; Q9NZ08; recombinant ERAP1, Leu-AMC fluorescence, 60 min; inhibition, % at 10.7 µM; 340,000 tested, 0.15% active; AID 652197;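 active means mean replicate inhibition of at least 30%, or all replicates individually reaching that 30% level; inactive means mean below 30% and not every replicate reaching it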;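 further: 0% = neutral control wells and 100% = L-leucinethiol positive control wells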
Xi reactivation – activators of X-chromosome reactivation in mouse fibroblasts; XiGFP mouse fibroblasts, % GFP-positive cells imaging, 3 d; cells co-treated with 5-aza-dC sensitizer; scaled so ellipticine positive control = 100%; activation, % at 7.58 µM; 360,000 tested, 0.055% active;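 active means mean normalized replicate activation at least 10% and every replicate at or above 10%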;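 further: 0% = median of on-plate neutral control wells and 100% = ellipticine 6 µM median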
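System: 68-5-11 XiGFP fibroblast line | Buffer or medium: DMEM containing 5-aza-dC | Compound: Single point | Times: Compounds 3 days, fix/stain 15 min at room temperature | Benchmarks: Positive control ellipticine, 6 µM final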
F508del corr – CFTR F508del correction in bronchial cells | CFBE cells, YFP halide quenching; stimulated with forskolin plus potentiator P3; % fluorescence drop versus neutral controls | activity (quench increase), % at 7.58 µM | 350,000 tested, 0.36% active;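 active means mean added fluorescence quench of at least 8% versus neutral control, with both replicates also reaching 8%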;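 further: cells transiently co-express mutant CFTR-F508del with the halide-sensitive YFP; corrector assay measuring rescue of mutant channel to the surface after 24 h compound exposure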
RAD52 inh – RAD52 (human) annealing inhibition; 360,000 tested, 0.46% active; inhibition, % at 18.7 µM; recombinant RAD52 DNA annealing, FRET fluorescence; AID 651710; P43351;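 active means every replicate showing at least 50% inhibition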
Target sequence (P43351 whole entry, looked up): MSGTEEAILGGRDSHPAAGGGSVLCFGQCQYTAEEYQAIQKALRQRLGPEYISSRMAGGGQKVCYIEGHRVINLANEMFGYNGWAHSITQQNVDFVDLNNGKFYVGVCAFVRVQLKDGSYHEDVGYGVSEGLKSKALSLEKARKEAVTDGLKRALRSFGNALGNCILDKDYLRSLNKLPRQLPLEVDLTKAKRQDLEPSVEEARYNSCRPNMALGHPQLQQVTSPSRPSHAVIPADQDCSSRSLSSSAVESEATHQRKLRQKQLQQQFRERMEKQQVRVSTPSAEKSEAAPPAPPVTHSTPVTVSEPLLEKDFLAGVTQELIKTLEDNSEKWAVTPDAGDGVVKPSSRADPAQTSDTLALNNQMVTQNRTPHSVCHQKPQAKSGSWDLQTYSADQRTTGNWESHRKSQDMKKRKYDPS
Numbers without * were called inactive; . = no result given.

(1) O=C(CNC(=O)c1cc(S(=O)(=O)N2CCOCC2)ccc1N1CCCC1)Nc1ccc(F)c(F)c1
(2) COc1cccc(/C=C2\SC(=S)N(CCCC(=O)N3CCCCC3)C2=O)c1
(3) CC1(C)CC(NC(=O)c2ccccc2NS(=O)(=O)c2ccc(Br)cc2)CC(C)(C)N1
(4) COc1ccc(S(=O)(=O)N2CCOCC2)cc1NC(=O)CN1C(=O)NC2(CCCCC2C)C1=O (configuration not stated)
(5) COc1ccc(NC(=O)Cc2ccccc2)cn1
(6) CC1CCC(NC(=O)c2ccc3c(c2)S(=O)(=O)c2ccccc2C3=O)CC1 (configuration not stated)
(7) C=CC1=CCN(S(=O)(=O)C(C)(C)C)[C@H]1CCO
(8) Cc1nnc(N/N=C/c2ccc(-c3ccc(Br)cc3)o2)n1N
(9) CCN(C[C@@H]1[C@@H](c2ccc(-c3ccccc3F)cc2)[C@@H](CO)N1C(C)=O)C(C)=O
(10) O=C(c1ccccc1)N1CCC(CC2CC(c3ccc(Cl)cc3)=NO2)(C(=O)NCC2CCCCC2)CC1 (configuration not stated)

Assay by compound	1	2	3	4	5	6	7	8	9	10
INS-1E GSIS act	-28	-10	-5	3	2	-4	-9	-5	-5	.
esBAF inh	-7	-6	0	-5	9	5	-4	.	.	-2
ARNT-TACC3 inh	7	16	1	-4	-3	5	.	51*	.	-1
RAD54 branch	-7	3	0	0	-1	9	-2	.	.	6
ERAP1 HTS inh	-6	0	2	1	-2	.	7	2	-2	-4
Xi reactivation	0.0	0.3	0.0	-0.1	0.0	0.1	-0.1	0.3	0.0	0.0
F508del corr	-1.9	-0.7	1.2	3.5	-2.0	4.1	0.4	-4.8	0.0	-1.5
RAD52 inh	-6	-135	4	0	-45	.	4	-13	4	-9

The last 4 records of the part before open the next one:
(7) C=CC1=CCN(S(=O)(=O)C(C)(C)C)[C@H]1CCO
(8) Cc1nnc(N/N=C/c2ccc(-c3ccc(Br)cc3)o2)n1N
(9) CCN(C[C@@H]1[C@@H](c2ccc(-c3ccccc3F)cc2)[C@@H](CO)N1C(C)=O)C(C)=O
(10) O=C(c1ccccc1)N1CCC(CC2CC(c3ccc(Cl)cc3)=NO2)(C(=O)NCC2CCCCC2)CC1 (configuration not stated)
(11) Cc1noc(C)c1NC(=O)Nc1ccc2c(c1)C(=O)N([C@@H](C)CO)C[C@@H](C)[C@@H](CN(C)Cc1ccc3c(c1)OCO3)OCCCC[C@H](C)O2
(12) CC1Cc2nc(SCC(=O)N3CCN(c4ccccc4)CC3)n(CCc3ccccc3)c(=O)c2S1 (configuration not stated)
(13) COc1ccc(N2C(=O)c3n[nH]c(C(C)C)c3C2c2ccccc2)cc1 (configuration not stated)
(14) O=C1CCC(C(=O)N2CCC(CO)(Cc3ccc(Cl)cc3)CC2)=NN1
(15) C/C=C/c1cnc2c(c1)C(=O)N([C@@H](C)CO)C[C@@H](C)[C@@H](CN(C)C(=O)NC1CCCCC1)O2
(16) CSc1ccc(-c2sc(Nc3cccc4ccccc34)n[n+]2-c2ccccc2)cc1
(17) CS(=O)(=O)N(CCC#N)Cc1ccc(/C=C2\C(=O)Nc3ccccc32)o1
(18) COc1cc(NC(=O)Cn2ncc(Cl)c(Cl)c2=O)c(C)cc1[N+](=O)[O-]
(19) COCCCNC(=S)N/N=C/c1ccccc1O
(20) COCCN(C(=O)CCC(=O)Nc1ccccn1)C(C(=O)NCCC(C)C)c1ccc(C)cc1 (configuration not stated)

Assay by compound	7	8	9	10	11	12	13	14	15	16	17	18	19	20
INS-1E GSIS act	-9	-5	-5	.	-4	-37	-6	2	6	9	4	-10	7	5
esBAF inh	-4	.	.	-2	-2	10	.	.	-1	21	.	.	49*	2
ARNT-TACC3 inh	.	51*	.	-1	9	4	.	1	-2	10	.	-2	64*	-4
RAD54 branch	-2	.	.	6	-3	11	.	.	2	-11	.	.	.	1
ERAP1 HTS inh	7	2	-2	-4	.	7	3	-1	-1	-1	8	-2	.	1
Xi reactivation	-0.1	0.3	0.0	0.0	0.3	0.1	0.7	0.2	0.1	0.4	0.0	0.0	0.2	0.1
F508del corr	0.4	-4.8	0.0	-1.5	0.4	1.3	1.8	-1.7	3.0	-0.5	4.6	-4.1	3.6	-0.6
RAD52 inh	4	-13	4	-9	.	-22	-9	-9	-6	-11	-108	-5	-14	-12

(21) O=C(NC1CC(=O)N(c2ccc(F)cc2)C1)C(=O)c1c[nH]c2ccccc12 (configuration not stated)
(22) C[C@@H]1CCCCO[C@@H](CN(C)Cc2ccc3c(c2)OCO3)[C@@H](C)CN([C@H](C)CO)C(=O)c2cc(NS(=O)(=O)c3ccc(Cl)cc3)ccc2O1
(23) O=C(Nc1ccc(S(=O)(=O)NCc2ccco2)cc1)c1ccncc1
(24) NC1=NN=C(N2N=C(c3ccccc3)CC2(O)C(F)(F)F)n2ncnc2C1 (configuration not stated)
(25) CSc1nc(NS(=O)(=O)c2cc(C)c(Cl)cc2Cl)nn1C
(26) C[C@@H]1CCCCO[C@H](CN(C)S(=O)(=O)c2ccc(Cl)cc2)[C@@H](C)CN([C@H](C)CO)C(=O)c2cc(NS(=O)(=O)c3ccc(Cl)cc3)ccc2O1
(27) COC(=O)[C@@H](Cc1ccc(O)cc1)NC(=O)[C@H]1CCC(=O)N1C(=O)OCc1ccccc1
(28) Cc1ccc2c(C)c(C(=O)N3CCN(c4ncccn4)CC3)oc2c1C
(29) O=C(CCn1nnc2ccccc21)NNC(=O)C1CCCCC1
(30) CCN(CC(=O)NC1CCS(=O)(=O)C1)C(=O)c1ccc(S(=O)(=O)N(CC)CC)cc1 (configuration not stated)

Assay by compound	21	22	23	24	25	26	27	28	29	30
INS-1E GSIS act	2	-13	-3	-11	18	-21	-9	7	-2	16
esBAF inh	9	-3	10	.	-1	-2	0	-1	.	-1
ARNT-TACC3 inh	-6	9	-4	54*	-6	-10	10	-5	0	.
RAD54 branch	10	-4	8	.	-18	-6	10	1	.	-1
ERAP1 HTS inh	1	-2	.	-1	-1	.	0	2	-3	-2
Xi reactivation	-0.1	0.2	.	0.0	0.0	0.3	.	0.0	0.0	-0.1
F508del corr	-1.2	2.4	.	1.5	-2.3	1.7	-1.5	1.0	0.7	3.3
RAD52 inh	-7	31	.	-19	-6	.	-8	-2	-6	-4

(31) Cc1cc(Sc2nc(NC(C)C)nc(NC(C)C)n2)nc(Cl)n1
(32) Cc1ccc[n+](CC(=O)N2CCCCC2)c1C
(33) COc1ccc(S(=O)(=O)NC(=O)C2(C)CCN2C(=O)Cc2ccc(-c3ccccc3)cc2)cc1 (configuration not stated)
(34) CCC1Sc2ccccc2N(CC(=O)NCc2ccc3c(c2)OCO3)C1=O (configuration not stated)
(35) O=C(OCC(=O)N1CCN(S(=O)(=O)c2ccc(Cl)cc2)CC1)c1ccc([N+](=O)[O-])o1
(36) O=C(Cc1ccc([N+](=O)[O-])cc1)NCC1CCCO1 (configuration not stated)
(37) CCOC(=O)N1CCN(C(=O)c2oc(=O)c3ccccc3c2-c2ccc(C)cc2)CC1
(38) Cc1noc(C)c1NC(=O)Nc1cccc2c1O[C@@H](CN(C)C)[C@H](C)CN([C@H](C)CO)C2=O
(39) N#CCCN(C(=O)CSc1ccc2c(c1)OCCO2)c1ccccc1
(40) Cc1ccccc1NC(=O)C1CCN(C2=NS(=O)(=O)c3ccccc32)CC1

Assay by compound	31	32	33	34	35	36	37	38	39	40
INS-1E GSIS act	-11	21	.	2	-2	1	-24	17	14	7
esBAF inh	2	-4	-8	12	-9	-8	11	2	-1	0
ARNT-TACC3 inh	-3	-8	.	-5	5	0	-5	-1	-3	-1
RAD54 branch	-4	-3	-3	-5	.	1	-3	-4	1	-4
ERAP1 HTS inh	-5	6	7	.	0	-2	-2	1	.	1
Xi reactivation	0.0	0.7	0.0	.	0.3	-0.1	5.2	-0.5	.	0.3
F508del corr	2.3	0.7	0.0	.	3.8	-1.8	-3.2	0.4	.	-3.9
RAD52 inh	-12	-7	-15	.	13	-6	-4	9	.	0

(41) Cc1cc2[nH]c(=O)c(=O)[nH]c2cc1S(=O)(=O)N1CCC(C)CC1
(42) Cc1ccc(-c2nc3ncccc3o2)cc1NC(=O)c1cccnc1
(43) O=C(NCCc1nc2ccccc2[nH]1)c1cccc(Br)c1
(44) CCCCN(C)C(=O)c1nc2ccccn2c1CN1CCSCC1
(45) COc1cc(/C=N/Nc2ccc(Cl)c(C(=O)O)c2)ccc1OC(=O)c1ccccc1F
(46) CC(C)C(NC(=O)/C(=C\c1ccco1)NC(=O)c1ccco1)C(=O)O (configuration not stated)
(47) O=C(NC(Cc1ccccc1)C(=O)O)/C(=C/c1cccc([N+](=O)[O-])c1)NC(=O)c1ccco1 (configuration not stated)
(48) CC(C)C(NC(=O)c1ccc(F)cc1)C(=O)Nc1cccnc1 (configuration not stated)
(49) C[C@H](CO)N1C[C@H](C)[C@@H](CN(C)C(=O)CN2CCOCC2)Oc2ncc(-c3ccncc3)cc2C1=O
(50) COc1cccc(CNC(=O)C[C@H]2C=C[C@@H](NC(C)=O)[C@H](CO)O2)c1

Assay by compound	41	42	43	44	45	46	47	48	49	50
INS-1E GSIS act	0	-3	7	2	-1	0	6	-18	3	-6
esBAF inh	-2	.	-7	-1	6	-4	-7	.	3	6
ARNT-TACC3 inh	.	2	-4	-1	10	2	11	-12	-4	2
RAD54 branch	-9	.	-5	1	-6	-1	13	.	-2	5
ERAP1 HTS inh	-1	5	-4	.	-14	-2	-5	-6	-1	0
Xi reactivation	0.0	0.0	0.1	-0.3	0.1	0.0	0.2	0.0	0.7	-0.4
F508del corr	2.9	-2.2	0.6	-1.8	1.6	0.6	0.1	-2.7	0.2	-2.7
RAD52 inh	-17	-5	-10	1	-21	-47	0	-17	12	2

(51) CCNC(=O)C1CC(=O)N(c2ccc(Br)cc2)C1 (configuration not stated)
(52) CN(C)C(CNC(=O)c1ccc(S(=O)(=O)Nc2cccc(C(F)(F)F)c2)cc1)c1ccco1 (configuration not stated)
(53) COc1ccc(S(=O)(=O)Nc2ccc3c(c2)C(=O)N([C@@H](C)CO)C[C@@H](C)[C@H](CN(C)Cc2ccc(C(=O)O)cc2)OCCCC[C@@H](C)O3)cc1
(54) CCN(CC)S(=O)(=O)c1ccc(O)c(NS(=O)(=O)c2ccccc2F)c1
(55) C/C=C/c1ccc2c(c1)O[C@@H](CN(C)Cc1ccc(F)cc1)[C@@H](C)CN([C@H](C)CO)S2(=O)=O
(56) CCCOc1ccc(S(=O)(=O)NCCCN2CCOCC2)c2ccccc12
(57) O=C(C[C@@H]1C[C@@H]2c3cc(NC(=O)Nc4ccc(C(F)(F)F)cc4)ccc3O[C@@H]2[C@H](CO)O1)NCc1cc(F)ccc1F
(58) Clc1ccc(SCc2cn3ccccc3n2)cc1

Assay by compound	51	52	53	54	55	56	57	58
INS-1E GSIS act	1	-48	17	-1	-17	14	12	-8
esBAF inh	15	.	0	.	7	0	-11	.
ARNT-TACC3 inh	-4	5	-1	2	6	7	-3	-4
RAD54 branch	-3	-9	-6	-1	-15	-4	18	.
ERAP1 HTS inh	.	0	-1	-1	3	.	3	1
Xi reactivation	.	0.0	-0.8	0.2	-0.3	.	0.2	0.1
F508del corr	.	-2.3	-2.2	.	2.9	.	-1.3	1.6
RAD52 inh	.	-20	-2	-18	-2	.	1	3

No enrichment for hits. About 3.3% of those tested had a hit in this group.
